Screening results as filed in PubChem BioAssay.
bIAP act = increases bovine intestinal alkaline phosphatase activity; purified bovine IAP, CDP-star luminescence, 30 min; active compounds read high; fold of DMSO-control signal, blank-subtracted; activation factor at 20 µM; 0.17% of 200,000 active; AID 1016;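 active = activation factor of 2 or more at 20 µM, a signal rise over negative controls twice the positive control's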
PPARg SRC-1 ag = agonists of human PPARgamma SRC-1 coactivator recruitment; P37231; PPARgamma-SRC-1 coactivator recruitment biochemical assay; activation, % at 8 µM; 0.41% of 200,000 active; AID 631; in the data active = activation above about 19%;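 also: 0% = DMSO and 100% = reference agonist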
Target sequence (P37231 whole entry, looked up): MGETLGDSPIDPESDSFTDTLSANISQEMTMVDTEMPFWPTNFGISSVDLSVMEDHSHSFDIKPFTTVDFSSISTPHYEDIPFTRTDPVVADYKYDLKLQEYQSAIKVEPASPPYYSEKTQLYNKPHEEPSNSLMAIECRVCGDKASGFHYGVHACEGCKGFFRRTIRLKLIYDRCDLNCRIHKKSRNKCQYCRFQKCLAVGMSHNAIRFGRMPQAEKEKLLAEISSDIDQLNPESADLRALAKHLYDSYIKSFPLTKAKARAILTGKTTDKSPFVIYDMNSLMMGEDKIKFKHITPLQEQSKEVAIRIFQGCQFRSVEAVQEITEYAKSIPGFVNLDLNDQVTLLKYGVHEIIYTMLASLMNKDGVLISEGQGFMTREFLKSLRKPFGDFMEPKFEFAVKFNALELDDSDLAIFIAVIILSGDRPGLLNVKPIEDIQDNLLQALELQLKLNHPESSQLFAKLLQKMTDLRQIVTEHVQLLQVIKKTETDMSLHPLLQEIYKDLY
ROMK mod = modulators of human ROMK potassium channel. Tet-inducible ROMK, thallium flux fluorescence; actives lie on both sides. B-score at 10 µM. 2% of 130,000 active;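 active = signal ratio slope over the read window, or its plate-corrected B-score, at least 3 SD from the plate mean, either direction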;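 also: B-score of the F/F0 ratio slope over 7 to 12 s after thallium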
Target sequence (P48048 whole entry, looked up): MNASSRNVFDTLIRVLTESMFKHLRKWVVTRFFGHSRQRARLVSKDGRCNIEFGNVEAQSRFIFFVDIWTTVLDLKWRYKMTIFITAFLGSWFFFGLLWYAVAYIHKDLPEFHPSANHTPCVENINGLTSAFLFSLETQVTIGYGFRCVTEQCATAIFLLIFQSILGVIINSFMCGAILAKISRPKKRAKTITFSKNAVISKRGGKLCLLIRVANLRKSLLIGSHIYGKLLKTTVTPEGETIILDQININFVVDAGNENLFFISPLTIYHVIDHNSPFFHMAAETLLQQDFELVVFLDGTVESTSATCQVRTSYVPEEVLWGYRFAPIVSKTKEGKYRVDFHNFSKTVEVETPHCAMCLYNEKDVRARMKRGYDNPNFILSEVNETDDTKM
TR-FRET SRC-2 ct = counter-screen for PPARgamma SRC-2 recruitment agonists: TR-FRET artefact | active compounds read high | TR-FRET ratio at 8 µM | 0.4% of 200,000 active | AID 1049; in the data active = TR-FRET ratio above about 2000; also: inactives centre near 1500; reference of the scale not given here
Redox H2O2 prof = compounds producing H2O2 with reducing agent – biochemical, NIH compound library profiling, artefact control for MLSCN library redox annotation, primary screen; AID 878; DTT-dependent redox cycling H2O2, phenol red/HRP absorbance; 100% = 100 µM peroxide control, 0% = buffer; activation, % at 10 µM; 0.03% of 200,000 active;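 active = activation of at least 50% relative to the plate's high and low controls in the primary single-dose screen; inactive = activation below 50%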;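 also: compound incubated with DTT at 0.8 mM final as the reducing agent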
bIAP inh = intestinal alkaline phosphatase (bovine) inhibition. purified bovine IAP, CDP-star luminescence, 30 min. inhibition, % at 20 µM. 190,000 tested, under 10 active;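 active = over 50% inhibition of intestinal alkaline phosphatase at 20 µM in the single-dose screen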
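Assay system: bovine IAP enzyme; medium: DEA buffer 100 mM, pH 9.8, with MgCl2 1.0 mM, ZnCl2 0.02 mM; doses: 20 µM single dose; incubation: enzyme reaction for 30 min at room temperature; detection: CDP-star luminescence signal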
PPARg SRC2 recr = PPARgamma-driven SRC-2 recruitment agonism. PPARgamma LBD-SRC-2 recruitment, biochemical. activation, % at 8 µM. 0.34% of 200,000 active; in the data active = activation above about 22%;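 also: 0% = vehicle and 100% = reference agonist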
S1P3 antagonist = S1P3 (human) receptor antagonism | Q99500 | CHO S1P3 NFAT-BLA reporter, FRET fluorescence, antagonist mode | inhibition, % at 4.98 µM | 0.27% of 170,000 active;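 active = inhibition above the plate cutoff, the mean inhibition of test wells on that plate plus 3 SD, cut at about 28% in these data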;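 also: cells challenged with S1P at its EC80 of 0.8 µM; blue over green emission ratio from cleaved BLA substrate after 4 h stimulation; 0% = S1P-stimulated wells and 100% = unstimulated DMSO-only wells; some compounds past the cut are filed as inactive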
PPARg SRC3 recr = agonists of human PPARgamma SRC-3 coactivator recruitment. biochemical PPARgamma/SRC-3 coactivator recruitment assay. P37231. activation, % at 8 µM. 0.26% of 200,000 active. AID 731; in the data active = activation above about 23%;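 also: 0% = DMSO and 100% = reference agonist; some compounds past the cut are filed as inactive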
TLR4 MyD88 comp = blocks binding of human TLR4 to MyD88; inhibition, % at 8.4 µM; HeLa CL3-4 TLR4/MyD88 BLA complementation, FRET ratio; O00206+Q99836; 0.18% of 200,000 active; AID 861; in the data active = inhibition above about 25%;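 also: 0% = vehicle and 100% = reference inhibitor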
L major viab = inhibitors of Leishmania major promastigote growth | Leishmania major promastigotes, resazurin fluorescence viability | inhibition, % at 10 µM | 9% of 200,000 active; in the data active = inhibition above about 50%;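 also: promastigotes grown with compound for 44 hours at 28 °C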
Starred values were filed as active, the others as inactive; nt = not tested or not shown. Rows were taken by chance. About 11% of those tested had a hit in this group.

SMILES | bIAP act | PPARg SRC-1 ag | ROMK mod | TR-FRET SRC-2 ct | Redox H2O2 prof | bIAP inh | PPARg SRC2 recr | S1P3 antagonist | PPARg SRC3 recr | TLR4 MyD88 comp | L major viab
Cc1cc(OC(=O)c2ccc(S(=O)(=O)N3CCCCC3)cc2)c([N+](=O)[O-])c(=O)[nH]1 | 1 | 2 | -0.37 | 1621 | -9.4 | -2 | 4 | 2 | 3 | -4 | -5
Oc1ccc(/C=N/N=C(c2ccccc2)c2ccccc2)c(O)c1O | 0.8 | 5 | nt | 1430 | 0.9 | 19 | -6 | -2 | -3 | -10 | -7
COc1cc2c(cc1OC)C(=O)CCS2 | 1 | -2 | -0.39 | 1584 | -1.4 | 1 | 6 | nt | 6 | 10 | -4
CCOC(=O)C1CCN(S(=O)(=O)c2ccc3[nH]c(=O)oc3c2)CC1 | 0.9 | -2 | nt | 1487 | 0.0 | 7 | 2 | -6 | -5 | 0 | -9
Cc1ccc(NC2=NCCCCC2)cc1C | 1 | -4 | nt | 1594 | -4.2 | 0 | -3 | nt | 6 | 2 | -11
CCCCC(=O)Nc1nn(CCC)c2nc3ccccc3cc12 | 1 | -9 | nt | 1439 | 2.0 | -1 | -12 | -13 | -9 | -3 | 20
Cc1c(-c2ccccc2)[n+](=O)c2c(n1[O-])CCC2 | 1.1 | 0 | 0.0031 | 1455 | 0.1 | -5 | 4 | nt | -13 | 10 | -5
CC(C)c1ccc(NC(=O)C(c2ccc3c(c2)OCO3)N2CCCCC2)cc1 (stereo not given) | 1.5 | -3 | nt | 1436 | -1.0 | -52 | -5 | nt | -3 | 2 | 33
CCOC(=O)C1=C(C)NC(=O)CC1c1ccccc1 (stereo not given) | 0.9 | 0 | nt | 1583 | -1.2 | 12 | 4 | 0 | -1 | 2 | -2
CN(C(=O)COc1cccc(Br)c1)C1CCS(=O)(=O)C1 (stereo not given) | 0.9 | -5 | nt | 1435 | -1.1 | 6 | -2 | -5 | -5 | 4 | -4
CCCCOc1ncnc2c1[nH]c1ccccc12 | 0.9 | -2 | nt | 1417 | -1.3 | 9 | 3 | -4 | 8 | 6 | 57*
Cc1cc(C(=O)NCCCN2CCN(c3cc(Cl)ccc3C)CC2)n(-c2ccccc2)n1 | 1 | -4 | nt | 1496 | 0.3 | -4 | 0 | nt | -18 | 6 | 9
Cc1ccc(NC(=O)CCNC(=O)c2ccco2)cc1 | 1.1 | -5 | 0.17 | 1417 | -0.5 | -14 | 8 | 8 | -2 | 14 | -2
CCN1CCCC1CNC(=O)C(=O)NCc1ccccc1 (stereo not given) | 1 | 6 | nt | 1506 | -1.0 | 3 | -1 | -2 | 3 | -2 | 8
C=CCN1CCN(C(CCC)c2nnnn2Cc2ccco2)CC1 (stereo not given) | 0.9 | 9 | 0.53 | 1585 | -0.8 | 5 | 6 | -23 | 4 | 10 | -7
O=C(Nc1ccc2c(c1)OCCO2)C1CCN(S(=O)(=O)c2ccc(Br)s2)CC1 | 1 | -5 | -1.9 | 1427 | 0.0 | -3 | -7 | nt | -4 | -9 | 10
CCCn1nnc(NC(=S)NC(=O)C(C)(C)C)n1 | 1 | 2 | -0.068 | 1624 | 0.0 | 4 | 5 | 12 | 2 | -14 | -10
COC(=O)c1ccc(OC(C)C(=O)c2ccc(C)cc2)cc1 (stereo not given) | 1 | 5 | nt | 1424 | -0.1 | 2 | -13 | 10 | 0 | -13 | -10
CCCCn1c(SCC(=O)OCC)nnc1-c1ccoc1C | 0.9 | 11 | 1.3 | 1625 | 2.3 | 8 | 2 | -23 | 5 | 3 | -5
COc1ccc(Nc2nc(-c3sc(N)nc3C)cs2)cc1 | 0.8 | 4 | nt | 1586 | 3.0 | 17 | 6 | -20 | 4 | -1 | 26
CN1CCC(N(C)C(=O)CCc2nc3ccccc3c(=O)[nH]2)CC1 | 1 | -5 | nt | 1525 | -4.0 | 3 | 0 | nt | -13 | -1 | -3
CCN(CC)c1ccc(NC(=O)COc2ccc(C)cc2)cc1 | 0.9 | 2 | 1.1 | 1746 | -0.2 | 15 | 3 | 14 | -5 | 2 | -5
Cc1cc(NC(=O)c2ccc(Br)cc2)nc(C)n1 | 1 | 2 | 1.1 | 1379 | -0.5 | -1 | 0 | 8 | 4 | 5 | -8
COc1ccc(S(=O)(=O)C(C#N)c2nc3ccccc3nc2N2CCCC(C)C2)cc1 (stereo not given) | 0.9 | 4 | nt | 1702 | -3.5 | 14 | -1 | 2 | -1 | 10 | -5
CCNS(=O)(=O)c1ccc(NC(=O)c2ccc(Cn3cc([N+](=O)[O-])cn3)o2)cc1 | 0.8 | 6 | 0.065 | 1640 | 5.3 | 17 | 15 | -18 | 9 | 11 | 1
O=C(Nc1ccccc1-c1ccccc1)c1ccco1 | 0.9 | 5 | 0.00045 | 1636 | -0.5 | 12 | 4 | -8 | 2 | -3 | 15
COC(=O)c1cc(NC(=O)C2CC(=O)NC(=NCc3ccc(OC)cc3)S2)cc(C(=O)OC)c1 (stereo not given) | 1.1 | -6 | nt | 1427 | -1.2 | -8 | -1 | -25 | -3 | -2 | -6
COc1cc(S(=O)(=O)NCC2OCCc3ccccc32)ccc1-n1cnnn1 (stereo not given) | 1 | 0 | -0.97 | 1356 | 0.1 | -2 | -2 | nt | -9 | -4 | -1
CCOC(=O)c1ccc(N2C(=O)C3ON(c4ccccc4)C(c4ccco4)C3C2=O)cc1 (stereo not given) | 1 | 4 | nt | 1498 | -0.8 | 4 | 6 | -14 | -5 | -4 | -9
O=C(CCc1ccccc1)NCc1cccnc1 | 1 | 0 | nt | 1600 | 0.9 | -3 | 1 | nt | -1 | -4 | -2
COc1ccccc1Cn1c(-c2ccco2)nc2nc3ccccc3nc21 | nt | -4 | nt | 1452 | 1.7 | nt | 5 | -15 | -6 | 18 | 7
NC(=O)c1ccccc1 | 1 | -8 | -0.62 | 1456 | 0.3 | 5 | -4 | -7 | -2 | -6 | 8
COc1ccc(S(=O)(=O)NCC2CCC(C(=O)NCCC(C)C)CC2)cc1 (stereo not given) | 1 | -3 | -0.52 | 1500 | -0.2 | 1 | -2 | -7 | 0 | -1 | -3
CCC(C)N(C(=O)COC(=O)CCc1c[nH]c2ccccc12)C1CCS(=O)(=O)C1 (stereo not given) | 0.9 | -2 | -0.72 | 1642 | 0.1 | 8 | 1 | nt | 7 | -12 | -8
CCc1nnc(NC(=O)CSc2ccc(-c3cccs3)nn2)s1 | 1.1 | 4 | nt | 1699 | 0.3 | -14 | -1 | -25 | 3 | -1 | 8
CCOC(=O)c1cnc2c(C#N)cnn2c1N | 1.1 | 3 | -0.05 | 1617 | -0.7 | -14 | -8 | -14 | 0 | 2 | 2
CCOc1ccc(/C=N/NC(=O)c2cc(-c3cccn3C)n[nH]2)cc1 | 0.9 | 5 | -0.55 | 1676 | 0.1 | 6 | 11 | -8 | 2 | -13 | -3
COCCNC(=S)NNC(=O)CSCc1ccc(Cl)cc1Cl | 1 | -2 | 2.2 | 1567 | -0.2 | -4 | 3 | -12 | 1 | -5 | 0
N#Cc1cc2c(nc1SC1CC(=O)N(c3ccccc3)C1=O)CCC2 (stereo not given) | 0.9 | -2 | -0.17 | 1378 | 0.0 | 11 | -1 | -16 | -3 | 7 | 29
CCC(=O)C1=C(O)C(c2cccc(Oc3ccccc3)c2)CCC1=O (stereo not given) | 1 | 4 | -0.24 | 1910 | -2.6 | 2 | 10 | 7 | 2 | 5 | -7

Compound profiles, as listed above. Order of values: bIAP act	PPARg SRC-1 ag	ROMK mod	TR-FRET SRC-2 ct	Redox H2O2 prof	bIAP inh	PPARg SRC2 recr	S1P3 antagonist	PPARg SRC3 recr	TLR4 MyD88 comp	L major viab
CCNS(=O)(=O)c1ccc(NC(=O)c2ccc(Cn3cc([N+](=O)[O-])cn3)o2)cc1 across the screens: 0.8	6	0.065	1640	5.3	17	15	-18	9	11	1
CCC(=O)C1=C(O)C(c2cccc(Oc3ccccc3)c2)CCC1=O (stereo not given) across the screens: 1	4	-0.24	1910	-2.6	2	10	7	2	5	-7
COCCNC(=S)NNC(=O)CSCc1ccc(Cl)cc1Cl across the screens: 1	-2	2.2	1567	-0.2	-4	3	-12	1	-5	0
CCc1nnc(NC(=O)CSc2ccc(-c3cccs3)nn2)s1 across the screens: 1.1	4	nt	1699	0.3	-14	-1	-25	3	-1	8
CCOC(=O)c1ccc(N2C(=O)C3ON(c4ccccc4)C(c4ccco4)C3C2=O)cc1 (stereo not given) across the screens: 1	4	nt	1498	-0.8	4	6	-14	-5	-4	-9

An excerpt from above in order of their number in bIAP inh, highest first:
Molecule	bIAP inh
N#Cc1cc2c(nc1SC1CC(=O)N(c3ccccc3)C1=O)CCC2 (stereo not given)	11
CCC(C)N(C(=O)COC(=O)CCc1c[nH]c2ccccc12)C1CCS(=O)(=O)C1 (stereo not given)	8
CCC(=O)C1=C(O)C(c2cccc(Oc3ccccc3)c2)CCC1=O (stereo not given)	2

The listing continues.
SMILES | bIAP act | PPARg SRC-1 ag | ROMK mod | TR-FRET SRC-2 ct | Redox H2O2 prof | bIAP inh | PPARg SRC2 recr | S1P3 antagonist | PPARg SRC3 recr | TLR4 MyD88 comp | L major viab
Cc1ccc(SCCC(=O)NC(C)(C)C)cc1 | 1 | -1 | 1.3 | 1475 | -0.5 | 1 | 10 | nt | 12 | 9 | -2
Cc1cc(C)cc(NC(=O)N2CCC(c3nc4ccccc4o3)CC2)c1 | 0.9 | 3 | nt | 1685 | 2.7 | 8 | 10 | -20 | 9 | 5 | 12
COc1ccc(Nc2nnc(SCc3cc([N+](=O)[O-])cc4c3OCOC4)s2)cc1 | 0.8 | 2 | 0.85 | 1689 | -1.5 | 18 | 10 | nt | 0 | -1 | -2
CCOC(=O)CSc1nc(C2CC2)cc(-c2ccc(F)cc2)c1C#N | 0.8 | 3 | -0.62 | 1474 | -7.4 | 22 | 4 | nt | 6 | 4 | 4
CCOc1cc(C2Nc3ccccc3C(=O)N2c2ccccc2)ccc1O (stereo not given) | 1 | -2 | 0.011 | 1567 | 0.4 | 2 | -1 | -20 | 1 | -6 | 5
COc1ccccc1Oc1ccc(S(=O)(=O)NCc2ccccn2)cc1 | 1 | 4 | -2.7* | 1498 | 3.0 | -1 | 5 | nt | 9 | 3 | 52*
Cc1ccc(C)c(NC(=O)CCN2CCc3ccccc3C2)c1 | 1.2 | -1 | -1.3 | 1352 | -0.8 | -22 | -5 | -15 | 0 | -5 | 28
CCOc1ccc(C(=O)N(Cc2ccc(OC)cc2)Cc2cc3cc(OC)ccc3[nH]c2=O)cc1 | 0.9 | 4 | -0.2 | 1497 | 0.1 | 8 | 1 | nt | 2 | -2 | -2
